Screening results from PubChem.
Menin-MLL TR inh = inhibitors of human menin-MLL interaction, mutant MLL peptide; Menin + Texas Red MLL mutant peptide, fluorescence polarization; 270,000 compounds, 0.23% hits; O00255; Potency, µM (titrated, usually from 61.6 µM), without a hit: at the highest dose FP activity change, negative = inhibition, most hits filed as inhibitors; AID 1768; active means well fitted inhibition curve with a large enough effect in the polarisation, with a control signal flat, not every such curve was filed as active; inconclusive means small, poorly fitted or top-dose-only effect, or effect the other way, or a change in a side signal; inactive means no such curve, though single readings can be large or run the other way; the % refers to the polarisation; further: potency means the concentration at half of the fitted maximal effect; % of control where 0% means no effect; many of its hits are not listed in these tables
S-ASM inh = human S-ASM enzyme inhibition. P17405. placental ASM, HMU-PC fluorogenic substrate, 60 min. Potency, µM (top dose mostly 57.5 µM), inactives show at the highest dose activity change, negative = inhibition, most hits filed as inhibitors. 340,000 compounds, 0.006% hits. AID 504937; further: potency means the concentration at half of the fitted maximal effect
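Human placenta-derived ASM enzyme was preincubated with compound for 10 minutes at room temperature, then given fluorogenic substrate HMU-PC0 (9 uM final) for 60 minutes at 37 °C; a pH 10 stop preceded fluorescence reading at Ex 386/Em 447 nm.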
Eya2 inh = blocks the phosphatase activity of human Eya2; recombinant Eya2, OMFP fluorescence dephosphorylation (OMFP is methylfluorescein phosphate); 330,000 compounds, 0.006% hits; Potency, µM (doses to about 76.9 µM), inactives show at the top dose activity, negative = inhibition, usual class: inhibitors; further: potency means the concentration at half of the fitted maximal effect; on the % scale 0 is the no-effect control and ±100 the full control effect
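Eya2 (0.2 uM) preincubated 10 min at ambient with compound, then OMFP substrate added at 50 uM; 10 min reaction in 50 mM HEPES pH 7.5, 50 mM NaCl, 5 uM MgCl2, 0.05% BSA, 1 mM DTT. Fluorescence read at Ex 485/Em 525 nm.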
TSHR antag = antagonists of human thyroid stimulating hormone receptor | TSHR-expressing cells, TSH-stimulated cAMP HTRF, 2 h; hits give low values | activity change, negative = inhibition, % at 11.5 µM | 330,000 compounds, 0.2% hits | AID 504810;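 active means activity change below a set negative limit, meaning inhibition stronger than a set level, cut at about -70% in these data; inconclusive means activity change between two set negative limits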; further: on the % scale 0 is the no-effect control and ±100 the full control effect
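TSHR-expressing cells were treated with compounds, then stimulated with TSH at EC80 (4nM final) for 2 hours at 37 deg C. Cellular cAMP was measured by HTRF competition between lysate cAMP and cAMP-d2 for a cryptate-labelled anti-cAMP antibody.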
Chronic BCR inh = blocks chronic active B-cell receptor signaling | Potency, µM (top dose mostly 46.1 µM), for the others: at the highest dose ratio change, negative = lower green/red ratio, most hits filed as inhibitors | 340,000 compounds, 0.05% hits | ABC-DLBCL IkBa-CBG/CBR reporter, luminescence ratio, 4 h; active means well fitted inhibition curve with a large enough effect in the signal ratio, with a control signal flat, not every such curve was filed as active; inconclusive means small, poorly fitted or top-dose-only effect, or effect the other way, or a change in a side signal; the % refers to the signal ratio;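 further: potency means the concentration at half of the fitted maximal effect; plate controls were basal doxycycline-induced cells for no effect and cells given 10 µM MG132 for full effect; MG132 reads +100%, hits lower the ratio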
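Compounds up to 46 uM were incubated four hours with TMD8 cells whose green CBG68 luciferase is fused to IkappaBalpha; red CBR luminescence normalised the signal, and concentration-effect curves were fitted to fusion, red and ratio data.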
Mito fusion act = mitochondrial division inhibition or fusion activation; S. cerevisiae fusion-defective mutant growth rescue, CellTiterGlo 48 h; Potency, µM (top dose mostly 46.1 µM), for the others: top-dose growth rescue (activation), actives largely listed as activators; 320,000 compounds, 0.23% hits;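 further: potency means the concentration at half of the fitted maximal effect; % of control where 0% means no effect; nearly all actives have a fitted effect of over 45% in size; temperature-sensitive fusion mutants such as fzo1-1 at 37 °C on non-fermentable ethanol glycerol medium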
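S. cerevisiae fusion-defective temperature-sensitive mutants (e.g. fzo1-1, mgm1-5) grown 48 h at 37C in YPEG (ethanol/glycerol non-fermentable) medium with 23 nl compound per well; growth rescue read as CellTiterGlo luminescence.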
GALK inhibitor = galactokinase (human) inhibition. Purified GALK, Kinase-Glo residual ATP luminescence. Potency, µM (doses to about 57.5 µM), without a hit: top-dose activity change, negative = inhibition, usual class: inhibitors. P51570. 270,000 compounds, 0.007% hits; further: potency means the concentration at half of the fitted maximal effect; on the % scale 0 is the no-effect control and ±100 the full control effect
Target sequence (P51570 whole entry, looked up): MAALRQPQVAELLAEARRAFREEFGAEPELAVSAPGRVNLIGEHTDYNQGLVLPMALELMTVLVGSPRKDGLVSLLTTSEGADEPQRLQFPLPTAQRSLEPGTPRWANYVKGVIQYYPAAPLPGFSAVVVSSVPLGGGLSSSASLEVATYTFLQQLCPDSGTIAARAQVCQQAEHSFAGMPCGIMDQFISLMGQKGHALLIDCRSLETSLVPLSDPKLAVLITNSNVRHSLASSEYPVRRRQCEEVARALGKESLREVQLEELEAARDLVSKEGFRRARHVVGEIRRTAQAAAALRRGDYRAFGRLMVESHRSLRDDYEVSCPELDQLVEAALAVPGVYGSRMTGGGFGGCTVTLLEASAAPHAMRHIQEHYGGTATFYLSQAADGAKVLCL
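5 nM enzyme, 35 uM ATP, 100 uM galactose, 20 mM HEPES pH8.0, 5 mM MgCl2; 1 h RT; residual ATP by Kinase-Glo Plus luminescence, qHTS format.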
PKM2 act = activators of human pyruvate kinase M2 | purified PKM2, Kinase-Glo ATP luminescence, activation; response scale: 0% is enzyme alone, no compound | Potency, µM (series often up to 57.5 µM), for the others: top-dose activation, actives largely listed as activators | 260,000 compounds, 0.34% hits; further: potency means the concentration at half of the fitted maximal effect; on the % scale 0 is the no-effect control and ±100 the full control effect; nearly all actives have a fitted effect of over 55% in size
Target sequence (P14618 whole entry, looked up): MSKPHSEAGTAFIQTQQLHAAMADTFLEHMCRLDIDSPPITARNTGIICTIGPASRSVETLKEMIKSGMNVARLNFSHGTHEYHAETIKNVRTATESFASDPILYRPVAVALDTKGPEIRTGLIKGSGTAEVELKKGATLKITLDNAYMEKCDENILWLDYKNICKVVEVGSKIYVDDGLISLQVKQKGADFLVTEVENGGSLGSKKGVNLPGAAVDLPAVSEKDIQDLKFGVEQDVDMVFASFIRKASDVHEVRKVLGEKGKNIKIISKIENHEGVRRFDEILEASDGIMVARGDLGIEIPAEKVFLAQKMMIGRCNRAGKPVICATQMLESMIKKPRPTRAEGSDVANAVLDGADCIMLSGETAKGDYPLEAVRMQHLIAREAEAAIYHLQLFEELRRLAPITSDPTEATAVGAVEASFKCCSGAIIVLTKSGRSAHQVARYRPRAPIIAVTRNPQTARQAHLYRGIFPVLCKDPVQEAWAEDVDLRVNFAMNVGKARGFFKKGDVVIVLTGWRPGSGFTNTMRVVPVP
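Purified hPK-M2 (>95% pure) converted ADP (0.1 mM final) to ATP with 0.5 mM PEP in 50 mM imidazole pH7.2, KCl, MgCl2, Tween 20, BSA; 1 h at room temperature. ATP detected by Kinase-Glo luminescence.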
MBNL1-CUG inh = MBNL1-poly(CUG) RNA binding inhibition; AID 2675; TR-FRET MBNL1-His/biotin-(CUG)12 binding, 665/545 ratio; 280,000 compounds, 0.036% hits; Potency, µM (doses to about 57.5 µM), for inactives: at the top dose activity change, negative = inhibition, hits mostly inhibitors; Q9NR56; active means well fitted inhibition curve with a large enough effect in the signal ratio, with a control signal flat, not every such curve was filed as active; inconclusive means small, poorly fitted or top-dose-only effect, or effect the other way, or a change in a side signal; inactive means no such curve, though single readings can be large or run the other way; the % refers to the signal ratio; further: potency means the concentration at half of the fitted maximal effect; on the % scale 0 is the no-effect control and ±100 the full control effect
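Ratiometric TR-FRET (665 over 545 nm, excitation 340 nm) tracks disruption of MBNL1-His/biotin-(CUG)12 complex after 60 min at room temperature, with compounds at 92 nM to 58 uM final.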
USP2a inh = USP2a (human) protease inhibition; Potency, µM (doses to about 38.3 µM), for inactives: at the top dose activity change, negative = inhibition, usual class: inhibitors; 330,000 compounds, 0.01% hits; USP2 core, Ub-CHOP2 coupled fluorogenic reporter, 485/531; O75604;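 further: potency means the concentration at half of the fitted maximal effect; plate controls were DMSO wells for no effect and full inhibition by NEM control for full effect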
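USP2 core (10nM final) preincubated 30min RT with compound in 20mM Tris-HCl pH 8.0, 2mM CaCl2, 2mM beta-mercaptoethanol, 0.05% CHAPS; 25nM Ub-CHOP2 plus 25nM reporter substrate added, fluorescence (Ex485/Em531) read after 60min.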
KCNH2 WT inh = KCNH2 (human, wildtype) channel inhibition; activity change, % at 1.84 µM; U2OS, BacMam KCNH2, thallium flux FluxOr; hits give low values; Q12809; 340,000 compounds, 0.37% hits;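 active means maximum activity change below -70%; inconclusive means maximum activity change between -70% and -50%; inactive means maximum activity change above -50%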; further: on the % scale 0 is the no-effect control and ±100 the full control effect
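U2OS cells were transduced with wild-type KCNH2 virus (2.03 x 10^8 / mL) for 4 h at room temperature, then cultured overnight at 37 C. Thallium flux was read with FluxOr dye. Rate constants were normalized to DMSO controls.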
An asterisk follows results filed as active; u = inconclusive; x = no result given; & = joins results of further samples; [ ] = another dose, or the depositor's remark. Unless noted, the call rests on the fitted dose curve; in most records, active means well fitted curve in the direction sought with a large enough effect; inconclusive means small, poorly fitted or top-dose-only effect, or another doubt; inactive means no such curve, though single readings can be large; an effect the other way counts as inactive or inconclusive. Only part of the results is shown; the hit share may differ from the screen's.

SMILES	Menin-MLL TR inh	S-ASM inh	Eya2 inh	TSHR antag	Chronic BCR inh	Mito fusion act	GALK inhibitor	PKM2 act	MBNL1-CUG inh	USP2a inh	KCNH2 WT inh
Cc1ccc2[nH]c3c(c2c1)CN(C(=O)CN1CCN(c2cccc(C)c2C)CC1)CC3	-21%	-8%	-23%	8	2%	0%	-2%	1%	-5%	0%	1
O=C(N1CCCCCC1)N1CCN(S(=O)(=O)N2CCOCC2)CC1	17%	6%	2%	-6	u	1%	0%	0%	-7%	-2%	-11
COc1ccc(CCNC(=O)c2ccc3c(c2)OCCO3)cc1	-10%	3%	-2%	-1	-3%	-2%	8%	4%	-4%	4%	0
COCCCNC(=O)COc1ccc(Br)cc1Cl	4%	7%	7%	3	0%	4%	0%	13%	x	1%	-2
O=C/C(=C\Nc1ccc(Cl)cn1)c1nc2ccccc2o1	13%	6%	-13%	5	u	9%	0%	1%	-1%	0%	-4
CCN1C(=O)[C@@H]2[C@@H](c3ccc(-c4ccc(OC)cc4)cc3)N3CCC[C@@]3(C(=O)OC)[C@@H]2C1=O	x	-5%	-13%	-9	-8%	15%	x	x	x	-1%	u
CC1CCCc2sc3nc(NCc4ccco4)n4ncnc4c3c21 (stereo not drawn)	10%	-4%	-6%	-26	u	u	0%	22%	3%	1%	11
CC(/C=N/NC(=O)c1cnccn1)=C\c1ccco1	x	-4%	4%	-10	u	-5%	-1%	3%	x	1%	3
Cc1cccc(C)c1NC(=O)C1(N(Cc2ccco2)C(=O)CC2NC(=O)NC2=O)CCCCC1 (stereo not drawn)	u	5%	-6%	-4	1%	-3%	0%	-9%	-6%	2%	-2
COc1ccccc1CNC(=O)C1COc2ccccc2O1 (stereo not drawn)	14%	0%	8%	-1	15%	4%	1%	3%	u	0%	-4
CCOC(=O)N1C/C(=C\c2ccccc2)C(=O)/C(=C/c2ccccc2)C1	u	3%	15%	-10	u	10%	-16%	4%	-6%	5%	-9
O=C(Cc1ccccc1)NC1CCN(C(=O)c2ccc([N+](=O)[O-])cc2)CC1	1%	-1%	0%	1	8%	10%	0%	x	u	0%	-9
CCN1CCN(CC(=O)N2N=C(c3cccs3)CC2c2ccc(OC)c(OC)c2)C(=O)C1=O (stereo not drawn)	-21%	-4%	-4%	3	6%	0%	7%	0%	20%	2%	-1
CC(C)C(NC(=O)c1ccccc1)C(=O)NCc1ccccn1 (stereo not drawn)	0%	2%	9%	5	-9%	-7%	0%	-7%	-3%	-5%	-13
Cc1cccc(OCC(=O)N(C)CC(=O)Nc2cccc(F)c2)c1C	x	1%	9%	2	-6%	7%	x	x	x	0%	3
CC(C)N(C(=O)COC(=O)c1cccnc1Cl)c1ccccc1	x	-1%	-5%	-4	0%	x	x	x	x	3%	2
COc1ccccc1N1CCN(c2ccc(S(=O)(=O)N3CCN(C)CC3)cn2)CC1	x	2%	-5%	-3	2%	x	x	x	x	0%	5
CCC(=O)N1C(=O)CCN(C(C)=O)c2ccccc21	10%	3%	8%	21	13%	-1%	1%	-15%	u	4%	20
CN1CCCN(Cc2ccccc2Br)CC1	-4%	-1%	-21%	19	4%	1%	-7%	1%[11.5 µM]	-26%	-10%	0
COc1cc(OC)cc(C(=O)Nc2ncn[nH]2)c1	x	0%	-5%	-11	8%	-7%	x	x	x	7%	-15
CCCCCCCCCCCCCCCC[n+]1ccc(C(N)=O)cc1	-17%	u	-14%	0	2%	-18%	1%	3%	x	-1%	-6
COc1ccc(NC(=O)NN2CCOCC2)cc1OC	32%[activator]	2%	-2%	6	-4%	-5%	3%	-2%	-6%	6%	-4
CC(O)[C@H]1CC[C@H]2[C@@H]3CC[C@H]4C[C@H](O)CC[C@]4(C)[C@H]3[C@H](O)C[C@]12C (stereo partly drawn)	x	0%	7%	18	-18%	-16%	x	x	x	-1%	-3
NS(=O)(=O)c1cccn1-c1ncc(C(F)(F)F)cc1Cl	2%	2%	12%	23	u	2%	0%	-16%	-9%	-2%	-11
COc1cc(COc2ccc3c(C)c(Cc4ccccc4)c(=O)oc3c2)cc(OC)c1OC	-9%	-1%	-8%	-7	0%	-8%	0%	8%	5%	2%	-11
O=S(=O)(O)C1CCNCC1	6%&2%	x	-2%	12	3%	1%	x	0%	-24%	0%	x
Cc1ccc(SCC(=O)NNC(=O)CCS(=O)(=O)c2ccccc2)cc1	x	1%	3%	0	u	x	x	x	x	1%	-5
CSc1ccccc1NC(=O)CN(C)CC(=O)Nc1c(F)cccc1F	-8%	2%	2%	3	u	-2%	1%	-6%	-7%	2%	5
COc1cc(C(=O)Nc2ccc(Cl)c([N+](=O)[O-])c2)cc(OC)c1OC	u	-5%	0%	9	-23%	0%	4%	0%	3%	6%	7
O=C(O)c1csc(N/N=C/c2ccc(Br)cc2)n1	u	4%	2%	3	u	-5%	1%	9%	9%	-2%	1
CC(=O)Nc1ccc(C(=O)CS(=O)(=O)c2ccc(C)cc2)cc1	17%	3%	17%	6	-16%	0%	1%	u	5%	0%	-5
CC(C)C[C@H](NC(=O)c1[nH]cnc1C(=O)Nc1ccc(Cl)cc1)C(=O)OC(C)(C)C	x	-15%	-20%	-21	0%	16%	-1%	0%	-8%	2%	0
C=CCSC1=Nc2cc(OC)c(OC)cc2C2=NC(=O)CN12	-26%	302%[activator]	0%	-1	8%	-6%	-2%	6%	8%	4%	-11
COc1ccc(OC)c(NC(=O)CCN2CC(C)OC(C)C2)c1 (stereo not drawn)	0%	0%	-7%	4	0%	0%	5%	2%	-14%	-2%	1
O=C(CSc1nc2ccccc2c(=O)[nH]1)Nc1ccc([N+](=O)[O-])cc1	x	-2%	3%	-16	u	x	x	x	x	-2%	8
CCOC(=O)c1cc(NC(=O)CNCC(c2ccccc2)N(C)C)cc(C(=O)OCC)c1 (stereo not drawn)	u	-1%	-3%	9	6%	3%	-2%	x	-12%	-7%	2
Cc1cc(C)cc(NC(=O)CCc2nc3sc4c(c3c(=O)[nH]2)CCCC4)c1	x	2%	0%	-8	u	2%	x	x	x	3%	-4
CCOC(=O)C1CCCN(C(=O)c2ccc3c(c2)N(C)C(=O)/C(=C/c2ccccc2Cl)S3)C1 (stereo not drawn)	x	-2%	-3%	-1	u	-9%	-1%	x	1%	-6%	-12
CCn1c(COc2ccccc2C)nnc1SCC(=O)N1CCC(C)CC1	-24%	-4%	4%	-5	-2%	8%	-1%	0%	-1%	-1%	-37
CC12CCC(C(=O)N(c3ccccn3)c3ccccn3)(OC1=O)C2(C)C (stereo not drawn)	22%	1%	-21%	3	-17%	2%	0%	-3%	-6%	-2%	-2
CC(=O)Nc1cc(Cl)ccc1OS(=O)(=O)c1ccc(C)cc1	9%	2%	-3%	0	u	9%	1%	-2%	-7%	0%	2
CSc1cccc(NC(=O)COC(=O)c2ccccn2)c1	x	2%	6%	-7	7%	-5%	x	x	x	2%	6
COC(=O)C1C(=O)C2=C(CC1C)NC(=O)CC2c1cccc(C)c1 (stereo not drawn)	15%	1%	-23%	5	-1%	0%	-3%	1%	-11%	1%	1
COc1ccc(/C=C(\NC(=O)c2ccccc2)C(=O)NNC(=O)CCN2CCOCC2)cc1	-5%	2%	1%	-3	11%	-7%	6%	-2%	11%	0%	-22
O=C(Nc1ccccc1)N(c1ccccc1)C1C=CS(=O)(=O)C1 (stereo not drawn)	x	-2%	11%	2	11%	3%	-2%	2%	-14%	0%	-5
O=C(O)COc1ccc(/C=C/c2nc(-c3ccccc3O)n[nH]2)cc1	9%	6%	-5%	26	u	3%	-8%	-1%	u	1%	-9
Cc1cccc(C)c1NC(=O)N1CCN(C2CCCCC2)CC1	-10%	1%	-3%	14	-5%	4%	0%	-15%	u	2%	-2
Oc1ccc(N=Nc2n[nH]c(-c3ccccc3)n2)cc1	u	-13%	-9%	-5	u	-1%	1%	-16%	x	-1%	0
Cc1ccccc1Oc1ncnc2sccc12	12%	0%	-4%	-22	u	-2%	5%	0%	5%	-1%	-5
